# Screening data as filed in PubChem.
# Ins promoter up = MIN6 insulin promoter up-regulation | MIN6 insulin promoter-GFP reporter, high-content imaging; stronger effect = higher value | z-score at 5 µM | 190,000 tested, 0.3% active | AID 1625;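 active = z-score above 3 at 5 µM with at least 500 cells counted in the well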
# WT yeast gro inh = growth inhibition of WT yeast, mitochondrial fusion screen; mitochondrial fusion phenotypic screen, WT strain; inhibition, % at 10 µM; 190,000 tested, 2.1% active; AID 1362; in the data active = inhibition above about 58%; tested in S. cerevisiae
# MT stabilizer = stabilizes microtubules in HeLa cells. HeLa tubulin immunostaining HCS, 24 h; share of cells brighter than vehicle mean+2SD. % tubulin-high responders, % at 10 µM. 200,000 tested, 0.83% active. AID 2205;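 active = plate Z-score above 3 for both tubulin-high and condensed-nucleus cell shares, with cell loss under 80%, at 10 µM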;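 note: anti alpha tubulin signal scored within the nucleus-defined area of each cell; some results filed as inactive read as strong as hits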
# Yfh1-depleted yeast = enhancers of respiration in Yfh1-depleted yeast, dose response, Friedreich's ataxia, plus single-dose screen (AID 1465) | S. cerevisiae Yfh1-off respiration, WST-1 reduction, 72 h; higher fold induction means a stronger effect | 220,000 tested, 0.074% active | fold induction at 50 µM; hits with a dose series show EC50 in µM;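 active = fold induction of absorbance versus untreated yeast above a set limit, then at least 30% activation at any dose in follow-up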;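 note: activators that raise dye reduction in frataxin-depleted yeast; strong numbers were not always called active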
# Autophagy mod = alters autophagy in cells | 190,000 tested, 0.98% active | AID 463193 | MEF GFP-LC3 puncta imaging; test concentration mostly 10 µM | calls only at 10 µM (by protocol);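 active = percentage of spot-positive cells more than 3 SD above its plate mean, without a fluorescence outlier flag or 80% toxicity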;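 note: spot-positive cell cutoff set from DMSO-treated cells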
# bCat nuc transl = beta-catenin nuclear translocation modulation; HeLa beta-catenin nuclear translocation, immunofluorescence imaging; nuclear translocation activity, % at 5 µM; AID 1665; 190,000 tested, 0.3% active;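 active = nuclear translocation activity above 50% at 5 µM, with a well cell count of 50 or more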;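 note: per-cell ratio of nuclear to cytoplasmic median beta-catenin stain intensity; plate controls were DMSO negative control for no effect and GSK-3 inhibitor IX positive control for full effect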
#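 Read-out: Nuclear/cytoplasmic beta-catenin signal ratio, % activation | Assay system: Human HeLa cell line | Times: 24 h compound exposure at 37°C, 5% CO2 | Signal: Fluorescence imaging of beta-catenin antibody stain plus DAPI | Dosing: 5 µM primary, 0.02–20 µM confirmation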
# PMI inhibition = human PMI inhibitors, high substrate, primary screen, biochemical, fluorescence intensity, high mannose 6-phosphate (AID 1220) | recombinant PMI enzyme, coupled fluorescence intensity; higher % means a stronger effect | one-dose inhibition, % at 20 µM; IC50 in µM for titrated hits | 190,000 tested, 0.66% active
# Dynein transport = dynein cargo transport inhibition | 3617.4 mouse cells, GR-EGFP nuclear translocation imaging; test concentration mostly 20 µM; stimulated with dexamethasone, 1 µM; stronger effect = lower value | 220,000 tested, 0.47% active | z-score, hits read low | AID 1381;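 active = plate z-score of nuclear minus cytoplasmic receptor signal below a set negative limit, without overly bright fluorescence or cell loss, cut at about -3.5 in these data, passing the limit was not always enough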;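 note: z-score of nuclear minus cytoplasmic ring GR-EGFP intensity difference per well; some compounds called inactive have numbers as strong as hits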
#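 Buffer or medium: tet-free, stripped-serum medium; Also added: dexamethasone, 1.0 µM final; Technique: high-content fluorescence imaging after fixation; Times: 48 h induction, 1 h compound, 30 min dex at 37 °C; Read-out: per-cell GR-EGFP intensity, nucleus versus surrounding cytoplasmic ring, well-averaged.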
# PMI inhibitors = MPI enzyme activity inhibition – biochemical, fluorescence intensity, coupled assay, primary screen (AID 1209); purified PMI enzyme, coupled fluorescence intensity; higher % means a stronger effect; 190,000 tested, 0.42% active; inhibition, % at 20 µM, or IC50 in µM where a hit was titrated;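 note: plate controls were DMSO vehicle for no effect and wells lacking substrate for full effect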
# WT yeast gro inh mutant strain = also measured in WT yeast gro inh; calls as there; inhibition, %; mitochondrial fusion phenotypic screen, mutant strain inhibition
# Dynein transport cytoplasmic EGFP = further read-out of Dynein transport, marked with its call; z-score; measured here: cytoplasmic GR-EGFP intensity; stronger effect = higher value
# Dynein transport nuclear GR-EGFP = further read-out of Dynein transport, marked with its call; z-score; measured here: nuclear GR-EGFP intensity;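 lower value marks the stronger effect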
# Dynein transport cell count = also measured in Dynein transport; calls as there; z-score; measured here: cell count per field
# Ins promoter up cell count = also measured in Ins promoter up; calls as there; cell count; measured here: cytotoxicity, nuclei count;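 total cells summed across four imaged fields per well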
# bCat nuc transl cell count 5 µM = second read-out of bCat nuc transl, no call of its own (marks repeat the call); cell count; measured here: cell count, cytotoxicity flag
# MT stabilizer Hoechst-high % = recorded beside MT stabilizer, whose call it bears; % Hoechst-high responders; measured here: nuclear condensation Hoechst responders;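 share of cells brighter than vehicle mean plus two SD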
# MT stabilizer cytotoxicity % = also measured in MT stabilizer; calls as there; toxicity, %; measured here: cytotoxicity by cell density;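 0% = mean cell density of plate MIN control wells and 100% = no cells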
# Autophagy mod cell loss 18 h = second read-out of Autophagy mod, no call of its own (marks repeat the call); toxicity, %; measured here: cell loss, nuclei count;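 cell loss after 18 h compound exposure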
# Active calls of the source: *; i = inactive; . = no result given. Cut-off read from the data, not from the text of the source, unless noted: active = inhibition above about 50%; inactive = the rest.
# Every second line gives: Dynein transport	Ins promoter up cell count	Dynein transport cell count	Autophagy mod	Yfh1-depleted yeast	Dynein transport cytoplasmic EGFP	MT stabilizer Hoechst-high %	MT stabilizer cytotoxicity %	Autophagy mod cell loss 18 h	Ins promoter up	PMI inhibition	WT yeast gro inh mutant strain	WT yeast gro inh	bCat nuc transl	bCat nuc transl cell count 5 µM	PMI inhibitors	MT stabilizer	Dynein transport nuclear GR-EGFP
- Cc1cc(C(=O)NC(=S)Nc2cccc(NC(=O)C(C)C)c2)ccc1[N+](=O)[O-]
→ 0.84	1342	-0.14	i	i	-0.24	1.8	8.0	-6	-0.42	-6%	6	7	-1.1	1067	7%	1.9	0.53
- Cc1ccc(N=Cc2c(C)[nH]n(-c3ccccc3)c2=O)nc1
→ 0.0086	1084	0.63	.	i	-0.25	.	.	.	-0.09	.	.	.	-0.1	1316	.	.	-0.072
- CC(O)(CS(=O)(=O)Cc1ccccc1)C(=O)Nc1cccc(C(F)(F)F)c1 (stereo unspecified)
→ 0.65	.	0.31	i	i	-0.18	1.6	9.4	13	.	1%	18	9	.	.	0%	1.4	-0.28
- O=C(COc1ncnc2ccccc12)Nc1cc(S(=O)(=O)N2CCOCC2)ccc1Cl
→ 0.15	1274	0.81	.	i	-0.26	.	.	.	-0.7	.	.	.	-1.2	1350	.	.	-0.33
- Clc1ccccc1C1CC(c2ccccc2)=Nc2ccccc2N1 (stereo unspecified)
→ -0.23	1430	0.62	.	i	-0.18	.	.	.	-0.62	.	.	.	-1.5	1251	.	.	-0.37
- COc1ccc(N(CCCN2C(=O)c3cccc4cccc(c34)C2=O)C(=O)c2cccnc2)cc1
→ 1	1258	0.057	i	i	-0.25	1.4	7.8	17	0.23	25%	3	18	-2.0	987	24%	2.2	0.42
- Cc1nnc(SCC(=O)Nc2nnc(SCc3cccc(Br)c3)s2)s1
→ 2.1	1364	-1.7	i	i	-0.18	2.4	7.0	-11	-0.18	-8%	-4	5	3.0	1053	0%	3.0	1.5
- N#Cc1ccsc1NC(=O)CN1CCCCCC1
→ -0.22	1012	1.3	i	i	-0.24	1.3	5.8	-3	-0.25	-1%	5	-4	.	.	3%	2.7	-0.02
- N#Cc1ccc(NC(=O)CCc2ccc(S(=O)(=O)N3CCOCC3)cc2)cc1
→ -0.81	.	0.43	i	i	0.79	1.9	3.4	20	.	7%	10	5	.	.	11%	1.5	-0.0052
- Cc1nc2nc(-c3ccc(Cl)cc3)[nH]n2c(=O)c1C
→ 0.39	1582	-0.29	i	i	-0.19	2.1	3.6	4	0	9%	3	-9	-2.2	991	3%	2.0	0.55
- CCOc1ncccc1C(=O)OCC(=O)N1CCc2ccccc21
→ -0.35	1234	1.1	i	i	-0.3	2.3	9.7	-1	-0.11	-2%	-1	-15	-0.3	1115	-9%	4.2	0.089
- C=CCn1c(SCC(=O)C(C)(C)C)nnc1-c1ccccn1
→ -1.3	1042	-0.0025	i	i	-0.26	1.3	0.3	-2	-0.05	-3%	-11	-3	1.5	919	-4%	2.3	-1.2
- COCc1cc(C)nc(NCCO)c1C#N
→ 0.31	1450	0.44	i	i	-0.085	1.3	3.9	25	0.59	-8%	-9	-12	-0.5	1057	3%	1.5	0.23
- CC(C)Cn1c(N)c(C(=O)COC(=O)c2cc(-c3ccco3)nc3ccccc23)c(=O)n(C)c1=O
→ -1	1369	0.64	i	.	0.41	0.6	6.7	-4	-0.63	-36%	3	2	-0.2	1045	-12%	2.4	-0.24
- Cc1ccc(-c2csc3ncnc(SCC(=O)NCc4ccc5c(c4)OCO5)c23)cc1
→ 2	1536	-1.3	i	i	-0.14	1.7	2.8	-7	0.08	12%	8	0	1.0	1361	11%	2.0	1.1
- COc1ccc(OCCC(=O)OCC(=O)c2ccc[nH]2)cc1
→ -0.87	.	0.35	i	i	-0.22	1.8	8.5	0	.	36%	3	4	-1.7	1114	18%	3.6	-0.43
- Cc1ccc2nc(Cl)c(/C=C/C(=O)c3ccco3)cc2c1
→ -0.61	920	0.057	.	i	-0.17	.	.	.	-0.93	.	.	.	-0.1	1260	.	.	-0.68
- Cn1cc(CN2CCCC(CNC(=O)c3ccc4c(c3)OCO4)C2)c2ccccc21 (stereo unspecified)
→ -2.1	1454	1.3	i	i	8.2	2.3	6.9	0	-1.7	10%	4	1	2.5	1024	13%	2.9	-0.18
- CN(C)C(=O)NC1CCCCCCCCCCC1
→ 3.1	1169	-1.7	i	i	-0.34	2.6	12	16	0.71	-3%	19	9	-11	901	1%	7.1	1.7
- CC(=O)c1cccc(NC(=O)c2oc(C)nc2C)c1
→ 0.11	1530	-0.45	i	i	-0.15	2.4	13	4	-0.32	-9%	16	-13	1.4	1412	-9%	4.3	0.36

# Shown bar-delimited: entries from further up
structure | Dynein transport | Ins promoter up cell count | Dynein transport cell count | Autophagy mod | Yfh1-depleted yeast | Dynein transport cytoplasmic EGFP | MT stabilizer Hoechst-high % | MT stabilizer cytotoxicity % | Autophagy mod cell loss 18 h | Ins promoter up | PMI inhibition | WT yeast gro inh mutant strain | WT yeast gro inh | bCat nuc transl | bCat nuc transl cell count 5 µM | PMI inhibitors | MT stabilizer | Dynein transport nuclear GR-EGFP
CN(C)C(=O)NC1CCCCCCCCCCC1 | 3.1 | 1169 | -1.7 | i | i | -0.34 | 2.6 | 12 | 16 | 0.71 | -3% | 19 | 9 | -11 | 901 | 1% | 7.1 | 1.7
Clc1ccccc1C1CC(c2ccccc2)=Nc2ccccc2N1 (stereo unspecified) | -0.23 | 1430 | 0.62 | . | i | -0.18 | . | . | . | -0.62 | . | . | . | -1.5 | 1251 | . | . | -0.37

# New compounds follow
# Every second line gives: Dynein transport	Ins promoter up cell count	Dynein transport cell count	Autophagy mod	Yfh1-depleted yeast	Dynein transport cytoplasmic EGFP	MT stabilizer Hoechst-high %	MT stabilizer cytotoxicity %	Autophagy mod cell loss 18 h	Ins promoter up	PMI inhibition	WT yeast gro inh mutant strain	WT yeast gro inh	bCat nuc transl	bCat nuc transl cell count 5 µM	PMI inhibitors	MT stabilizer	Dynein transport nuclear GR-EGFP
- Cc1ccc(OCC(=O)Sc2ccc(C)cc2)cc1
→ 2.7	977	-1.6	i	i	0.079	1.7	8.1	-10	-0.51	2%	-28	-4	.	.	6%	2.0	0.97
- CC(=O)Nc1ccc(NC(=O)C2CCCN2C(=O)Nc2ccc(F)c([N+](=O)[O-])c2)cc1 (stereo unspecified)
→ -0.021	1490	-0.73	i	i	0.55	2.3	11	0	-0.92	8%	14	-21	0.7	1486	6%	4.4	-0.23
- CCN(CC)C(=O)Cn1cc(C(=O)C(=O)N2CC=C(c3ccccc3)CC2)c2ccccc21
→ -0.94	1202	0.28	i	.	-0.095	3.1	7.5	-2	0.05	16%	3	-9	0.5	1087	9%	2.4	-0.41
- COc1ccccc1C(=O)NNC(=O)C(=O)NC(C)(C)C
→ -0.09	.	-0.14	i	i	-0.25	1.8	3.5	8	.	-14%	-7	-18	-0.7	1108	-18%	2.2	0.13
- S=C(NCc1ccccc1)NC1CCCc2ccccc21 (stereo unspecified)
→ -0.39	1567	0.86	i	i	-0.27	1.7	8.0	22	-1.1	2%	65*	72*	-1.4	1077	4%	3.7	0.0014
- Cn1c(N)c(C(=O)CSc2ccccn2)c(=O)n(C)c1=O
→ 1.7	1189	-1.7	i	i	-0.21	1.3	3.8	2	-0.34	-1%	-26	-3	.	.	-5%	3.2	0.71
- Cc1ccccc1NS(=O)(=O)c1ccc(OCC(=O)NCc2ccccn2)cc1
→ -0.41	1591	0.98	i	i	-0.2	1.5	8.4	-15	0.27	2%	-6	-13	-0.5	1021	0%	1.8	-0.09
- COc1ccccc1CNC(=O)c1cn(C)c2ccc(S(=O)(=O)N3CCCC3)cc2c1=O
→ -0.29	.	0.18	i	i	0.027	1.2	8.3	6	.	8%	6	1	-1.0	1032	11%	5.5	-0.22
- Nn1c(SCC(=O)N2CCOCC2)nnc1-c1ccco1
→ -0.13	1647	0.19	i	i	-0.29	1.9	6.1	-2	1.3	4%	1	10	1.1	1621	6%	3.8	0.09
- C=CCn1cc(/C=N/N2C(=O)C3C4C=CC(C4)C3C2=O)c2ccccc21 (stereo unspecified)
→ 1.7	1441	-0.44	i	i	-0.24	1.8	7.5	3	-0.37	1%	12	3	-4.7	1099	3%	4.6	0.69
- CN1CCN(C(=O)c2ccccc2Nc2ccc(SC(F)F)cc2)CC1
→ 0.031	1374	0.41	i	i	-0.37	2.1	7.3	-8	-0.61	11%	1	-3	0.8	1091	-4%	4.4	-0.36
- NC(=O)c1nsc(C(=O)N(CC(=O)NCc2ccc3c(c2)OCO3)C2CCCC2)c1N
→ -0.087	760	1.5	i	i	-0.25	1.6	8.2	12	-1.3	-9%	0	4	-4.9	841	-2%	1.0	0.057
- c1ccc(-c2nc3ccccc3c3nncn23)cc1
→ -0.93	.	0.8	i	.	-0.27	3.6	12	-9	.	3%	3	13	0.7	1050	7%	3.6	-0.49
- CC(C)C(=O)Nc1nnc(Cc2ccccc2)s1
→ 0.37	1077	-0.42	i	i	-0.14	1.9	13	4	0.19	-2%	14	6	-1.3	971	1%	4.9	0.59
- C=CCNC(=S)Nc1ccc(C)c(S(=O)(=O)N2CCCCC2)c1
→ 0.71	1581	-0.024	i	i	-0.22	2.1	0.0	22	-0.14	5%	-2	10	-3.4	1094	6%	2.9	-0.045
- COc1ccc(-n2nc(C(=O)NCC(=O)NCc3ccco3)c3ccccc3c2=O)c(OC)c1
→ 0.66	907	-0.049	i	i	0.11	2.6	9.1	-3	0.47	9%	11	17	-2.2	1192	5%	1.6	0.51
